Screening results: PubChem, National Center for Advancing Translational Sciences (NCATS)
KCNH2 WT inh: KCNH2 (human, wildtype) channel inhibition; Q12809; 0.37% of 340,000 active; activity change, % at 1.84 µM; AID 720551; U2OS, BacMam KCNH2, thallium flux FluxOr; hits give low values;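 active = maximum activity change below -70%; inconclusive = maximum activity change between -70% and -50%; inactive = maximum activity change above -50%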; note: % is set by controls: 0 for no effect and ±100 for the full control effect
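U2OS cells transduced with wild-type KCNH2 virus are loaded with FluxOr dye for 45 min, and thallium flux is measured in kinetic reads before and after stimulation buffer. Rate constants are normalized to DMSO controls.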
PKM2 act: activators of human pyruvate kinase M2; 0.34% of 260,000 active; purified PKM2, Kinase-Glo ATP luminescence, activation; response scale: 0% is enzyme alone, no compound; P14618; Potency, µM (highest dose often 57.5 µM), inactives show top-dose activation, most hits filed as activators; note: potency is the fitted concentration of half-maximal effect; % is set by controls: 0 for no effect and ±100 for the full control effect; nearly all actives have a fitted effect of over 55% in size
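Purified hPK-M2 (>95% pure) converted ADP (0.1 mM final) to ATP with 0.5 mM PEP in 50 mM imidazole pH7.2, KCl, MgCl2, Tween 20, BSA; 1 h at room temperature. ATP detected by Kinase-Glo luminescence.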
Mito fusion yeast: blocks mitochondrial division or promotes mitochondrial fusion. S. cerevisiae fusion-defective mutant growth rescue, CellTiterGlo 48 h. Potency, µM (titrated, usually from 46.1 µM), for inactives: at the highest dose growth rescue (activation), usual class: activators. 0.23% of 320,000 active;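 note: potency is the fitted concentration of half-maximal effect; % of control where 0% means no effect; nearly all actives have a fitted effect of over 45% in size; temperature-sensitive fusion mutants such as fzo1-1 at 37 °C on non-fermentable ethanol glycerol medium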
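Temperature-sensitive fusion-defective S. cerevisiae (e.g. fzo1-1, mgm1-5) were grown with compound in YPEG medium (3% ethanol, 3% glycerol) for 48 hours at 37C. Growth rescue was measured as viability by CellTiterGlo luminescence after 10 minutes at ambient.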
BCR signal inh: chronic active BCR signaling inhibition | AID 493014 | 0.05% of 340,000 active | ABC-DLBCL IkBa-CBG/CBR reporter, luminescence ratio, 4 h | Potency, µM (series often up to 46.1 µM), without a hit: at the highest dose ratio change, negative = lower green/red ratio, actives largely listed as inhibitors; active = well fitted inhibition curve with a large enough effect in the signal ratio, with a control signal flat, not every such curve was filed as active; inconclusive = small, poorly fitted or top-dose-only effect, or effect the other way, or a change in a side signal; the % refers to the signal ratio;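 note: potency is the fitted concentration of half-maximal effect; plate controls were basal doxycycline-induced cells for no effect and cells given 10 µM MG132 for full effect; MG132 reads +100%, hits lower the ratio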
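Doxycycline induced both beetle luciferases in TMD8 lymphoma cells; IKK-driven degradation limits the IkappaBalpha-fused green signal, while red luminescence normalises for cell number and nonspecific effects. Compounds tested up to 46 uM, 4 hrs.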
ASM inhibitor: blocks human secretory acid sphingomyelinase. 0.006% of 340,000 active. Potency, µM (doses to about 57.5 µM), without a hit: at the top dose activity change, negative = inhibition, most hits filed as inhibitors. placental ASM, HMU-PC fluorogenic substrate, 60 min. P17405; note: potency is the fitted concentration of half-maximal effect
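Fluorogenic HMU-PC substrate (9 uM final) is turned over by placental ASM in 60 min at 37 C after a 10 min compound preincubation. Reaction ended by alkaline stop (pH 10), with fluorescence read at 386/447 nm.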
MBNL1-CUG inh: MBNL1-poly(CUG) RNA binding inhibition; Q9NR56; TR-FRET MBNL1-His/biotin-(CUG)12 binding, 665/545 ratio; Potency, µM (series often up to 57.5 µM), for the others: at the highest dose activity change, negative = inhibition, hits mostly inhibitors; 0.036% of 280,000 active; active = well fitted inhibition curve with a large enough effect in the signal ratio, with a control signal flat, not every such curve was filed as active; inconclusive = small, poorly fitted or top-dose-only effect, or effect the other way, or a change in a side signal; inactive = no such curve, though single readings can be large or run the other way; the % refers to the signal ratio; note: potency is the fitted concentration of half-maximal effect; % is set by controls: 0 for no effect and ±100 for the full control effect
Target sequence (Q9NR56 whole entry, looked up): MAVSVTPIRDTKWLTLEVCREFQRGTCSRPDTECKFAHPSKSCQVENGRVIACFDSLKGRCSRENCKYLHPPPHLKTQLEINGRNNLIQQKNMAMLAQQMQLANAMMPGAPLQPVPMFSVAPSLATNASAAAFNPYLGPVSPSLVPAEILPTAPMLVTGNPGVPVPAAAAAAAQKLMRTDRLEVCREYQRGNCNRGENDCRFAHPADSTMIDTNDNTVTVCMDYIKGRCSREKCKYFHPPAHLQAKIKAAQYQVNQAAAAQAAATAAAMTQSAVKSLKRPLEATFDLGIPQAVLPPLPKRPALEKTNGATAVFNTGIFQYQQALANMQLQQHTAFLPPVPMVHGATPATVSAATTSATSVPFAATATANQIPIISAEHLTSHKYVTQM
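His-tagged MBNL1 binding to biotinylated (CUG)12 RNA was measured by TR-FRET using terbium anti-His antibody (0.055 ng/ul final) and streptavidin-XL665 (5 nM final). Compounds were titrated 92 nM to 58 uM; 60 min at room temperature.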
GALK inhibitor: inhibitors of human galactokinase. 0.007% of 270,000 active. Potency, µM (titrated, usually from 57.5 µM), inactives show top-dose activity change, negative = inhibition, usual class: inhibitors. Purified GALK, Kinase-Glo residual ATP luminescence; note: potency is the fitted concentration of half-maximal effect; % is set by controls: 0 for no effect and ±100 for the full control effect
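The enzyme phosphorylates galactose (100 uM) using ATP (35 uM); inhibition is detected as higher residual ATP, quantified by bioluminescence after 1 h reaction at room temperature, pH 8.0.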
Eya2 inh: Eya2 (human) phosphatase inhibition. recombinant Eya2, OMFP fluorescence dephosphorylation (OMFP is methylfluorescein phosphate). Potency, µM (titrated, usually from 76.9 µM), for the others: top-dose activity, negative = inhibition, usual class: inhibitors. 0.006% of 330,000 active; note: potency is the fitted concentration of half-maximal effect; % is set by controls: 0 for no effect and ±100 for the full control effect
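Eya2 (0.2 uM) preincubated 10 min at ambient with compound, then OMFP substrate added at 50 uM; 10 min reaction in 50 mM HEPES pH 7.5, 50 mM NaCl, 5 uM MgCl2, 0.05% BSA, 1 mM DTT. Fluorescence read at Ex 485/Em 525 nm.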
Menin-MLL TR inh: menin-MLL binding inhibition, Texas Red mutant peptide. O00255. Menin + Texas Red MLL mutant peptide, fluorescence polarization. Potency, µM (doses to about 61.6 µM), for the others: at the highest dose FP activity change, negative = inhibition, most hits filed as inhibitors. 0.23% of 270,000 active; active = well fitted inhibition curve with a large enough effect in the polarisation, with a control signal flat, not every such curve was filed as active; inconclusive = small, poorly fitted or top-dose-only effect, or effect the other way, or a change in a side signal; inactive = no such curve, though single readings can be large or run the other way; the % refers to the polarisation; note: potency is the fitted concentration of half-maximal effect; % of control where 0% means no effect; many of its hits are not listed in these tables
Target sequence (O00255 whole entry, looked up): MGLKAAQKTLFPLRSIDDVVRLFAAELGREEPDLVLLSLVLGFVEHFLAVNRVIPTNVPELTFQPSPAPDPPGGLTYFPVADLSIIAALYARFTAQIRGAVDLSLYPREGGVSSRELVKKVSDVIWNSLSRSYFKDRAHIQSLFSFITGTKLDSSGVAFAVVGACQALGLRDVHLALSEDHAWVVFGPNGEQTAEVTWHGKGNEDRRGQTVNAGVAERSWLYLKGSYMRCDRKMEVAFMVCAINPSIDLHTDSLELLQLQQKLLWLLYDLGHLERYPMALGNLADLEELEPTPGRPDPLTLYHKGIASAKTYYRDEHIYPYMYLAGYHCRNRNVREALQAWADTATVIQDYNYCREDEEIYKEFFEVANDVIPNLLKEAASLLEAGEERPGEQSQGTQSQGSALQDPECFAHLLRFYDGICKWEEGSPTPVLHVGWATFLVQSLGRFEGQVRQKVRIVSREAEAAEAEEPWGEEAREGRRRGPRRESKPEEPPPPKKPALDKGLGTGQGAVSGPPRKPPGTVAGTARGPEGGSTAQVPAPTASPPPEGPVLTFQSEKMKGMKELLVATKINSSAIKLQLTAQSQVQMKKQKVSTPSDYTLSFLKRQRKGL
USP2a inh: inhibitors of human ubiquitin-specific protease USP2a | USP2 core, Ub-CHOP2 coupled fluorogenic reporter, 485/531 | Potency, µM (series often up to 38.3 µM), for inactives: at the highest dose activity change, negative = inhibition, usual class: inhibitors | 0.01% of 330,000 active | AID 463254;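 note: potency is the fitted concentration of half-maximal effect; plate controls were DMSO wells for no effect and full inhibition by NEM control for full effect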
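USP2 core (10nM final) preincubated 30min RT with compound in 20mM Tris-HCl pH 8.0, 2mM CaCl2, 2mM beta-mercaptoethanol, 0.05% CHAPS; 25nM Ub-CHOP2 plus 25nM reporter substrate added, fluorescence (Ex485/Em531) read after 60min.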
TSHR antag: blocks TSH signaling through the human TSH receptor | P16473 | TSHR-expressing cells, TSH-stimulated cAMP HTRF, 2 h; hits give low values | activity change, negative = inhibition, % at 11.5 µM | 0.2% of 330,000 active | AID 504810;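 active = activity change below a set negative limit, meaning inhibition stronger than a set level, cut at about -70% in these data; inconclusive = activity change between two set negative limits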; note: % is set by controls: 0 for no effect and ±100 for the full control effect
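TSHR-expressing cells were treated with compounds, then stimulated with TSH at EC80 (4nM final) for 2 hours at 37 deg C. Cellular cAMP was measured by HTRF competition between lysate cAMP and cAMP-d2 for a cryptate-labelled anti-cAMP antibody.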
An asterisk follows results filed as active; ? = inconclusive; / = no result given; [ ] = another dose, or the depositor's remark. Unless noted, calls come from the whole dose curve; as a rule, active = well fitted curve in the direction sought with a large enough effect; inconclusive = small, poorly fitted or top-dose-only effect, or another doubt; inactive = no such curve, though single readings can be large; an effect the other way counts as inactive or inconclusive.

Keys – A = KCNH2 WT inh; B = PKM2 act; C = Mito fusion yeast; D = BCR signal inh; E = ASM inhibitor; F = MBNL1-CUG inh; G = GALK inhibitor; H = Eya2 inh; I = Menin-MLL TR inh; J = USP2a inh; K = TSHR antag
> CCC(C(=O)Nc1sc(C(N)=O)c(C)c1C(=O)OC)c1ccccc1 (configuration not stated)
  A: -14 | B: -5% | C: 4% | D: ? | E: -4% | F: 14% | G: -1% | H: -15% | I: -20% | J: 1% | K: -12
> O=C(CC1CCCC1)Nc1ccc2c(c1)CCC2
  A: -2 | B: 6% | C: -2% | D: ? | E: 4% | F: -9% | G: -4% | H: -12% | I: -10% | J: 0% | K: 9
> O=C(CNC(=O)c1ccccc1)N/N=C/c1cc(Br)ccc1O
  A: -18 | B: 7% | C: 0% | D: -3% | E: 209%[activator] | F: 64%[activator] | G: 2% | H: 3% | I: 3% | J: 0% | K: 2
> COc1ccc(C(=O)NC2CCN(Cc3c(F)cccc3Cl)CC2)cc1OC
  A: 25 | B: / | C: -8% | D: 2% | E: -4% | F: -1% | G: 3% | H: -4% | I: 8% | J: 7% | K: 3
> Nc1[nH][nH]c(=O)c1N=Nc1ccc2c(c1)OCO2
  A: 2 | B: -5% | C: -4% | D: ? | E: -5% | F: ? | G: -1% | H: -8% | I: ? | J: 0% | K: -23
> COCCCNC(=O)CCn1c(=O)c2ccccc2n(CC(=O)NCCC2=CCCCC2)c1=O
  A: 5 | B: -10% | C: 1% | D: -7% | E: 4% | F: -10% | G: -1% | H: 4% | I: 22% | J: -8% | K: 36
> Cc1c(C(=O)N2CCCCC2)c(S(=O)(=O)NCc2ccc(F)cc2)c(C)n1C
  A: -9 | B: / | C: 0% | D: -2% | E: 0% | F: -6% | G: 11% | H: -5% | I: -15% | J: 1% | K: -1
> COc1ccc(NC(=O)Cc2csc(NC(=O)Nc3ccccc3OC)n2)c(OC)c1
  A: -8 | B: / | C: -7% | D: ? | E: -10% | F: / | G: / | H: -22% | I: / | J: 2% | K: 10
> CC1CN(S(=O)(=O)c2cccs2)CC(C)O1 (configuration not stated)
  A: 3 | B: ? | C: 1% | D: -8% | E: 2% | F: -11% | G: 1% | H: -3% | I: -13% | J: 2% | K: 8
> Cc1nnc(SCC(=O)Nc2ccc3c(c2)OCCO3)n1CC1CCCO1 (configuration not stated)
  A: 2 | B: 2% | C: -4% | D: 9% | E: 2% | F: 11% | G: 1% | H: 4% | I: -6% | J: 2% | K: 5
> O=C(CCN1CCN(C/C=C/c2ccccc2)CC1)Nc1ccc(Cl)cc1
  A: -38 | B: -3% | C: 10% | D: 1% | E: -3% | F: -15% | G: 2% | H: 1% | I: -1% | J: 0% | K: 2
> Cn1c(=O)c2c(ncn2CC(=O)NC[C@H]2O[C@@H](n3cnc4c(N)ncnc43)[C@H](O)[C@@H]2O)n(C)c1=O
  A: 4 | B: / | C: / | D: ? | E: -4% | F: / | G: / | H: 7% | I: / | J: 1% | K: 13
> CCOc1ccc(CCNC(=O)COC(=O)c2nc(Cl)ccc2Cl)cc1OCC
  A: 8 | B: / | C: -2% | D: 0% | E: -2% | F: / | G: / | H: 1% | I: / | J: 3% | K: -1
> COC(=O)Cn1nc(-c2ccccc2)n(-c2ccccc2)c1=S
  A: -10 | B: 2% | C: -1% | D: 16% | E: 3% | F: -4% | G: -2% | H: 9% | I: / | J: 2% | K: -1
> O=C(COC(=O)c1cnccn1)NCc1ccc2c(c1)OCO2
  A: -3 | B: 0% | C: 13% | D: -15% | E: 5% | F: / | G: 9% | H: -10% | I: 0% | J: 0% | K: -5
> COc1cc(CNCCc2ccccc2F)ccc1OCC(=O)N1CCCCC1
  A: 8 | B: 2% | C: -6% | D: 2% | E: 0% | F: -6% | G: -3% | H: -10% | I: ? | J: 3% | K: -5
> COc1ccc(NC(=O)c2cc(OC)c(OC)c(OC)c2Br)cc1OC
  A: 10 | B: 3% | C: -2% | D: 3% | E: 3% | F: -6% | G: 1% | H: 8% | I: 3% | J: 1% | K: 1
> Cc1ccc2oc(C(=O)N(CCO)Cc3ccccc3)c(C)c2c1
  A: 3 | B: -6%[11.5 µM] | C: 3% | D: ? | E: 2% | F: -2% | G: 7% | H: -7% | I: -17% | J: -1% | K: 0
> CC1CCCN(C(=O)CSc2nnc3n(C4CCCC4)c(=O)c4ccccc4n23)C1 (configuration not stated)
  A: 0 | B: 7% | C: 5% | D: 24% | E: -3% | F: ? | G: -2% | H: -2% | I: -7% | J: 4% | K: 5
> O=C(CCCN1C(=O)c2cccc3cccc(c23)C1=O)N1CCN(c2ccc(F)cc2)CC1
  A: 8 | B: -4% | C: 24% | D: 21% | E: -5% | F: 14% | G: 0% | H: 0% | I: ? | J: 2% | K: -15
> COn1c(=O)c(-c2ccc(F)cc2)[n+]([O-])c2ccccc21
  A: 7 | B: / | C: -7% | D: ? | E: 33%[activator] | F: ? | G: -1% | H: -1% | I: 8% | J: 1% | K: 3
> CCOC(=O)C1CCN(CCCSc2ccc(Cl)cc2)CC1
  A: -35 | B: -6% | C: 11% | D: -5% | E: 4% | F: -7% | G: 4% | H: 1% | I: -20% | J: 0% | K: -1
> CCOc1ccc(N(C(C)C(=O)NC2CCCCCC2)S(C)(=O)=O)cc1 (configuration not stated)
  A: -1 | B: -5% | C: -6% | D: -2% | E: -1% | F: 2% | G: 0% | H: -2% | I: 1% | J: -2% | K: -3
> Cn1c(=O)[nH]c(=O)c2[nH]c(NCCCN3CCOCC3)nc21
  A: 11 | B: -1% | C: 0% | D: 10% | E: 0% | F: -10% | G: 0% | H: -2% | I: 19% | J: 1% | K: 1
> C=CCc1c(C)nc(-c2ccccc2)nc1Nc1ccccc1O
  A: 0 | B: 0% | C: 23% | D: 2% | E: -2% | F: / | G: 0% | H: -7% | I: ? | J: 0% | K: -2
> Cc1ccc(Cn2nnnc2CN2CCC(NC(=O)c3ccc(Br)cc3)CC2)cc1
  A: -14 | B: 8% | C: 0% | D: -3% | E: -16% | F: 0% | G: -3% | H: -2% | I: -1% | J: -1% | K: -2
> O=S(=O)(c1ccc(F)c(F)c1)N1CCC2(CC1)OCCO2
  A: -2 | B: 1% | C: 3% | D: -4% | E: 1% | F: -8% | G: -3% | H: -7% | I: / | J: 2% | K: -2
> O=S(=O)(Cc1ccccc1)c1cnc2ccccc2n1
  A: 1 | B: -1% | C: -1% | D: ? | E: 0% | F: ? | G: -2% | H: 9% | I: -2% | J: 4% | K: -1
> CCCc1cc(=O)[nH]c(SCC(=O)NC2CCCc3ccccc32)n1 (configuration not stated)
  A: 3 | B: -3% | C: 4% | D: 1% | E: 2% | F: -2% | G: 8% | H: -27% | I: / | J: 0% | K: 3
> COc1cc2cc(CCOC(=O)c3ccco3)oc(=O)c2cc1OC
  A: 21 | B: / | C: -2% | D: -5% | E: -3% | F: / | G: / | H: 9% | I: / | J: -1% | K: 15
> C/C(=N\NC(=O)c1nnn(-c2nonc2N)c1-c1ccccc1)c1ccccc1O
  A: -14 | B: 4% | C: -3% | D: 1% | E: 10% | F: 13% | G: 3% | H: 7% | I: ? | J: 4% | K: -12
> C/C(CC(=O)Nc1c(C)cc(C)cc1C)=N\NC(=O)OC(C)(C)C
  A: 17 | B: 4% | C: -1% | D: 1% | E: 5% | F: -13% | G: 1% | H: 2% | I: -24% | J: 4% | K: -2

Arranged by the number under Menin-MLL TR inh (descending): some entries from above.
compound	Menin-MLL TR inh
CCOc1ccc(N(C(C)C(=O)NC2CCCCCC2)S(C)(=O)=O)cc1 (configuration not stated)	1%
O=S(=O)(Cc1ccccc1)c1cnc2ccccc2n1	-2%
CCOC(=O)C1CCN(CCCSc2ccc(Cl)cc2)CC1	-20%

A portion of the library, so the mix of outcomes need not match the whole.
